High-throughput results from PubChem.
CIT2 TOR yeast – modulators of CIT2-GFP expression in yeast, primary screen, S. cerevisiae, GFP fusion, multiplex flow cytometry, MLPCN library. hit rate 0.065% among 320,000. GFP response vs DMSO, % at 10 µM. S. cerevisiae CIT2-GFP strain, 3 h; 100 means same as DMSO wells;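 active means GFP response relative to DMSO above a set limit, near the screen mean plus 3 SD, cut at about 150% in these data; inconclusive means Fewer than 70 cells measured for a yeast strain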;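 further: ratio of well median GFP fluorescence to mean of DMSO wells on the plate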
RPL19A-GFP yeast – RPL19A-GFP expression modulators in yeast, primary screen, cell-based, S. cerevisiae, multiplex flow cytometry, MLPCN; S. cerevisiae RPL19A-GFP strain, 3 h; stronger effect = lower value; percent response vs DMSO, % at 10 µM; hit rate 0.3% among 330,000; AID 2025, 2009;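 active means percent response vs DMSO below 50%; inconclusive means fewer than 70 events counted for the yeast strain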;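 further: median channel GFP fluorescence of the barcoded RPL19A-GFP strain; ratio of sample median GFP to plate DMSO average so 100% = DMSO; lower means less RPL19A-GFP as with rapamycin TOR inhibition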
proCasp3 act – activators of human procaspase-3 D3A mutant, primary screen, biochemical, absorbance, PC-3 D3A mutant, single concentration. recombinant procaspase-3 D3A, Ac-DEVD-pNA absorbance 405 nm. activation, % at 8.5 µM. hit rate 0.11% among 330,000. AID 463141, 2010;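 active means activation above the mean of all tested compounds plus 3 SD, cut at about 21% in these data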;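 further: 0% = DMSO alone and 100% = DMSO wells spiked with extra 5 µM PC-3 D3A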
Target sequence (P42574 whole entry D9A/D28A/D175A): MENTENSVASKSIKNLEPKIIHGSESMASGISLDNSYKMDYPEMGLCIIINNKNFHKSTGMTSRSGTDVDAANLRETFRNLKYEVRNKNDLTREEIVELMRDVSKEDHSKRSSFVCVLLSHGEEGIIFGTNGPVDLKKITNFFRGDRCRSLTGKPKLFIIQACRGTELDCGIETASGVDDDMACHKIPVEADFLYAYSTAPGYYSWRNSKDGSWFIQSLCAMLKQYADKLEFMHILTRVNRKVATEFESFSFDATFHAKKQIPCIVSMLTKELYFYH
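System: Procaspase-3 D3A mutant. Medium: Zinc-free 300 mM NaCl, 50 mM HEPES, 0.01% Triton X-100. Schedule: 1 h preincubation plus 2 h reaction at 25 °C. Measured by: 405 nm absorbance of p-nitroaniline, reads at 0 and 120 min. Read-out: percent activation relative to control range.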
procasp7 counter – procaspase-7 activators, primary screen, counter-screen for procaspase-3 activator project, biochemical, absorbance, HTS, human; AID 463210, 2010; hit rate 0.093% among 330,000; activation, % at 8.5 µM; recombinant procaspase-7, Ac-DEVD-pNA absorbance 405 nm; D23A/D198A/D206A triple mutant, cannot self-cleave; scale: DMSO 0, 5 µM enzyme 100;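 active means percent activation above the screen-wide mean plus 3 SD, cut at about 25% in these data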
Target sequence (P55210 whole entry D23A/D198A/D206A): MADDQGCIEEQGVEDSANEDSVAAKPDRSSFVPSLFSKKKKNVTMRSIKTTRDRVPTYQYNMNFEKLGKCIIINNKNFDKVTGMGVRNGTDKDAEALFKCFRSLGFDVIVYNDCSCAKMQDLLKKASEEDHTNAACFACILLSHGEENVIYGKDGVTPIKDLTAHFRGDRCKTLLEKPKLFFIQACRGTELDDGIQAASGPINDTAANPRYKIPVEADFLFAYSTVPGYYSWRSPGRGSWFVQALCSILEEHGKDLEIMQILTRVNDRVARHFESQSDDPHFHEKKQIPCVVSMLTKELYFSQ
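Assay system – Uncleavable procaspase-7 mutant enzyme · Quantity – 2 µM procaspase-7 mutant as dispensed · Times – 1 h preincubation, 2 h reaction · Dosing – single nominal 8.5 µM compound dose, 0.8% DMSO final · Buffer or medium – Zinc-free 50 mM HEPES buffer, pH 7.4, with NaCl and Triton X-100 · Detection – Epi-absorbance of released pNA at 405 nm, two timepoints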
LAP4-GFP MLPCN – modulators of LAP4-GFP expression in yeast, primary screen, S. cerevisiae, multiplex flow cytometry, MLPCN library. 3 h; median GFP as percent of DMSO wells. hit rate 0.34% among 320,000. GFP response vs DMSO, % at 10 µM. AID 2023, 2009;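 active means GFP response vs DMSO above a set limit, about the screen mean plus 3 SD, cut at about 150% in these data; inconclusive means under 70 cell events counted for the yeast strain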
MEP2-GFP yeast – modulators of MEP2-GFP levels in yeast, primary screen, S. cerevisiae, multiplex flow cytometry, MLPCN library; S. cerevisiae MEP2-GFP strain, 3 h; 100% = DMSO control level; hit rate 0.51% among 330,000; GFP response vs DMSO, % at 10 µM;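 active means GFP response versus DMSO above a set limit, roughly screen mean plus 3 SD, cut at about 180% in these data; inconclusive means fewer than 70 cells counted for a yeast strain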;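 further: median GFP fluorescence of the barcode-gated MEP2-GFP cells per well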
AHR act – AHR activators, primary screen, cell-based, luminescence, luciferase reporter, human; Aryl hydrocarbon receptor (Homo sapiens), P35869; AHR-responsive luciferase reporter cells; hit rate 2.5% among 320,000; activation, % at 5 µM; in the data active means activation above about 47%;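 further: 0% = vehicle wells and 100% = reference agonist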
AGP1 TOR yeast – modulators of AGP1-GFP expression in yeast TOR pathway, primary screen, cell-based, multiplex flow cytometry, S. cerevisiae, MLPCN library | GFP response vs DMSO, % at 10 µM | 3 h; GFP as percent of DMSO wells | hit rate 0.02% among 320,000;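 active means GFP response relative to DMSO above a set limit, near screen average plus 3 SD, cut at about 150% in these data; inconclusive means fewer than 70 cells counted for the yeast strain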;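 further: median GFP channel fluorescence of the gated AGP1 strain per well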
The depositor's hits bear a star; ? = inconclusive; . = no result given; [ ] = dose if it differs, or a comment. An unsorted share of the library. Share with any hit: about 3.5%.

Sequence of screens – proCasp3 act, AHR act, procasp7 counter, RPL19A-GFP yeast, MEP2-GFP yeast, AGP1 TOR yeast, LAP4-GFP MLPCN, CIT2 TOR yeast
> Cc1nc2ccccc2n1C(=O)c1ccc(Cl)cc1[N+](=O)[O-]
  -2, 32, -4, 93, 83, 82, 91, 112
> C=CCC[C@@H](Cc1ccc(F)cc1)C(=O)OC[C@@H]1CCCN1C(=O)[C@H](CC=C)CC(=O)N[C@H](CO)Cc1ccccc1
  -1, 0, 6, 95, 92, 92, 99, 90
> COc1ccccc1NC(=O)C(O)C(O)C(=O)Nc1ccccc1OC (configuration not stated)
  0, 10, 4, 97, 97, 96, 89, 91
> Cc1ccc(CN2C(=O)CCC2C(=O)NCc2cccnc2)cc1 (configuration not stated)
  2, 1, -5, 97, 98, 94, 103, 95
> Cc1cccc(Cn2cnc3c(nnn3Cc3ccc(Cl)cc3)c2=O)c1
  4, -2, 11, 103, 105, 109, 107, 110
> O=C(/C(=N\Nc1ccccc1)Sc1nnnn1-c1ccccc1)c1ccccc1
  -10, 2, -29, 99, 98, 94, 92, 92
> CCn1c(SCc2ccccc2)nc2cc(S(N)(=O)=O)ccc21
  2, 0, 9, 96, 96, 92, 83, 90
> Cc1ncsc1C(=O)N1CCCC(C(=O)c2ccc3ccccc3c2)C1 (configuration not stated)
  -1, 2, 1, 98, 105, 93, 78, .
> CC(C)(C)N=C1NN=C(c2ccc(Cl)cc2)CS1
  3, 7, -11, 100, 105, 109, 121, 98
> CNC(=O)c1c(NC(=O)C2=COCCO2)sc2c1CCN(C(=O)OC)C2
  -13, 0, -9, 100, 115, 102, 106, 102
> CCOC(=O)N1CCN(S(=O)(=O)c2ccc(C(=O)NNc3nc4cc(C)cc(C)c4s3)cc2)CC1
  -4, 10, -22, 93, 93, 91, 93, 85
> CC(=O)O[C@H]1C[C@@]2(O)[C@@H](OC(=O)c3ccccc3)C3[C@@](C)([C@@H](O)C[C@H]4OC[C@@]34OC(C)=O)[C@@H](O)[C@H](OC(C)=O)C(=C1C)C2(C)C (some centres not stated)
  6, -1, 6, 98, 96, 99, 101, 99
> CC(=O)COc1nc2c(c(-c3ccco3)c1C#N)CCc1ccccc1-2
  -15, 9, -12, 95, 92, 103, 109, 105
> CN(C)/C=C(\C#N)S(=O)(=O)c1ccccc1
  -3, -1, 4, 110, 110, 108, 108, 97
> COc1ccc2nc(NC(=O)CSC3=NCCS3)sc2c1
  2, 2, 4, 92, 97, 88, 115, 86
> CCN(CC)CCCN(Cc1cc2cc(OC)c(OC)cc2[nH]c1=O)C(=O)Nc1ccccc1
  -15, 2, 20, 100, 104, 99, 109, 104
> O=C(C1CC1)N1N=C(c2ccc(Br)cc2)CC1(O)C(F)(F)F (configuration not stated)
  -5, 1, 8, 101, 99, 90, 88, 92
> CCOC(=O)Nc1sc(C(=O)N(CC)CC)c(C)c1C(=O)OCC
  -1, 17, -7, 99, 100, 100, 104, 92
> CC(C)c1ccc(N2CCN(C(=O)c3ccccc3NC(=O)/C=C\C(=O)O)CC2)cc1
  1, 8, -5, ., 104, 101, 98, 102
> C[C@H](NC(=O)[C@H]1N2C(=O)c3ccccc3C2SC1(C)C)C(=O)N1CCC[C@H]1C(=O)O (some centres not stated)
  13, 0, -3, 99, 102, 95, 102, 92
> CCCNC(=O)C1CN(S(=O)(=O)c2ccccc2)CCN1S(=O)(=O)c1ccccc1 (configuration not stated)
  1, -1, -1, 102, 114, 114, 109, 106
> Nc1nc2n(n1)C(c1ccco1)CC(c1ccc(Cl)c(Cl)c1)N2 (configuration not stated)
  -17, 8, -15, 99, 123, 95, 107, 108
> Cc1ccc(CCNS(=O)(=O)c2cc3c(cc2C)NC(=O)CO3)cc1
  -6, 28, 11, 99, 101, 104, 98, 104
> COc1ccc2[nH]c(C(=O)NCc3ccccc3)cc2c1
  -1, 5, 1, 94, 96, 103, 110, 91
> Cc1ccc(S(=O)(=O)Nn2c(O)c(C=C3N=c4ccccc4=N3)sc2=S)cc1
  -5, 7, -29, 110, 103, 106, 100, 111
> CCOC(=O)c1ccc(COC(=O)c2ccc(-c3nnc(-c4ccccc4)o3)cc2)o1
  3, 17, 12, 98, 103, 101, 106, 99
> Cc1nc(CNC(=O)CC2C(=O)NCCN2Cc2ccc(F)cc2)cs1 (configuration not stated)
  ., ., ., 103, 96, 89, 65, 108
> CCn1cc(S(=O)(=O)Nc2ncccn2)cn1
  5, -2, -2, 105, 96, 99, 87, 103
> Cc1ccnn1CCSCC(=O)O
  2, -1, -2, 93, 98, 98, 95, 94
> O=C(NNC(=O)C1CCN(c2ncccn2)CC1)c1ccccc1
  5, 4, 0, 94, 94, 94, 92, 84
> COC(=O)CC1C(=O)NCCN1C(=S)Nc1cccc(C(F)(F)F)c1 (configuration not stated)
  -5, 1, 10, 100, 91, 102, 105, 88
> Cc1ccccc1OCC(=O)N/N=C/c1cccc2cccnc12
  -10, 8, -6, 87, 97, 94, 92, 96
> CCC(=O)c1c[nH]c(C(=O)NCc2ccccc2OC)c1
  -2, 8, -11, 97, 108, 94, 89, 93
> O=C(Nc1cccc(-c2nnn(CC(=O)N3CCc4ccccc4C3)n2)c1)C1CCC1
  5, 1, 0, 93, 88, 92, 93, 92
> OCC1(CCc2ccccc2)CCN(Cc2c(F)ccc(F)c2F)CC1
  5, 1, 1, 102, 104, 99, 92, 104
> O=C(NC1=NCCS1)c1ccc([N+](=O)[O-])cc1Cl
  1, 3, -1, 99, 97, 104, 109, 93
> CC(=O)c1ccc(NC(=S)N2CCN(c3cccc(Cl)c3)CC2)cc1
  4, -2, 6, 99, 94, 104, 112, 89
> COc1ccccc1N1CCN(C(=O)C2CCCN(S(=O)(=O)c3ccc(C)cc3)C2)CC1 (configuration not stated)
  1, 1, -8, 100, 99, 106, 100, 99
> CC1CC(=O)Nc2ccccc2N1S(=O)(=O)c1cccs1 (configuration not stated)
  -2, -2, 2, 94, 102, 100, 111, 88
> CCOc1ccc(OCC)c2sc(C)nc12
  -7, 18, 2, 94, 98, 100, 112, 102

Looked up above:
Result for O=C(Nc1cccc(-c2nnn(CC(=O)N3CCc4ccccc4C3)n2)c1)C1CCC1 in AGP1 TOR yeast: 92
Result for CCC(=O)c1c[nH]c(C(=O)NCc2ccccc2OC)c1 in LAP4-GFP MLPCN: 89

Another view of two compounds above:
SMILES	proCasp3 act	AHR act	procasp7 counter	RPL19A-GFP yeast	MEP2-GFP yeast	AGP1 TOR yeast	LAP4-GFP MLPCN	CIT2 TOR yeast
Cc1ccc(S(=O)(=O)Nn2c(O)c(C=C3N=c4ccccc4=N3)sc2=S)cc1	-5	7	-29	110	103	106	100	111
CCOC(=O)c1ccc(COC(=O)c2ccc(-c3nnc(-c4ccccc4)o3)cc2)o1	3	17	12	98	103	101	106	99

(further entries)
Sequence of screens – proCasp3 act, AHR act, procasp7 counter, RPL19A-GFP yeast, MEP2-GFP yeast, AGP1 TOR yeast, LAP4-GFP MLPCN, CIT2 TOR yeast
> CC1CCCCN1c1ncnc2ccccc12 (configuration not stated)
  1, 8, -5, 99, 103, 105, 94, 95
> COc1ccc(CN2C(=O)C(C)S/C2=N/N=C/c2ccco2)cc1 (configuration not stated)
  4, 4, 1, 106, 95, 108, 111, 97
> CC(=O)NCCn1c(SCC(=O)NCCC2=CCCCC2)nc2ccccc2c1=O
  10, -2, -1, 35*[may fluoresce violet], 232*[may fluoresce violet], 22[may fluoresce violet], 91[may fluoresce violet], ?
> O=S(=O)(Cc1ccccc1)N1CCN(C2Cc3ccccc3C2)CC1
  3, 2, -2, 102, 104, 100, 102, 99
> CN1CCN(c2ccc(-c3ccnn3C(=O)Nc3ccccc3)cc2)CC1
  10, 12, 7, 101, 104, 103, 96, 105
> CCCCCOC(=O)C1=C(C)NC(=O)NC1c1ccccc1 (configuration not stated)
  ., ., ., 106, 105, 101, 100, 102
> O=C(Nc1ccccc1)c1ccc(NC(=O)c2cccs2)cc1
  -5, -3, 5, 101, 101, 91, 79, 101
> O=C(O)c1ccccc1C(=O)c1ccc(Oc2ccccc2)cc1
  8, 0, 9, 106, 101, 93, 90, 103
> Cc1c(NC2(C#N)CCCC2)c(=O)n(-c2ccccc2)n1C
  1, 0, 6, 98, 131, 91, 121, 107
> Cc1oc(-c2ccccc2Cl)nc1CS(=O)CC(=O)NCc1cccs1 (configuration not stated)
  -7, -2, 1, 97, 96, 93, 103, 95
> COc1ccc(-c2nn(-c3ccccc3)cc2/C=C2/SC(=S)N(CCC(=O)O)C2=O)cc1
  -16, 2, -2, 103, 103, 97, 89, 100
> N#Cc1c(N2CCCCC2)nc(N)c2c(N)nc3c(c12)CC(c1ccccc1)O3 (configuration not stated)
  -8, 5, 4, 94, 88, 90, ., 90
> CC(C)CC1NC(=S)N(Cc2ccccc2)C1=O (configuration not stated)
  -2, 2, 9, 100, 96, 92, 83, 96
> Cc1ccc(C(C(=O)NC2CCCCC2)N(C(=O)c2csnn2)c2ccccc2F)o1 (configuration not stated)
  0, 1, 3, 97, 97, 99, 109, 94
> COc1ccc(C(=O)N2CC(c3ccc(Cl)cc3)CC2=O)cc1 (configuration not stated)
  -2, -4, 4, 92, 91, 99, 112, 84
> CCc1ccc(NC(=O)NCc2cccnc2)cc1
  4, 18, -3, 107, 98, 92, 82, 99
> COc1ccccc1NC(=O)COc1ccc(/C=N/NC(=O)CSCc2cc(C)cc(C)c2)cc1
  5, 11, 4, 100, 112, 104, 110, 100

Sorted by the number under AGP1 TOR yeast (lowest first): some entries from above.
structure	AGP1 TOR yeast
N#Cc1c(N2CCCCC2)nc(N)c2c(N)nc3c(c12)CC(c1ccccc1)O3 (configuration not stated)	90
CCc1ccc(NC(=O)NCc2cccnc2)cc1	92
COc1ccc(-c2nn(-c3ccccc3)cc2/C=C2/SC(=S)N(CCC(=O)O)C2=O)cc1	97
COc1ccc(C(=O)N2CC(c3ccc(Cl)cc3)CC2=O)cc1 (configuration not stated)	99
COc1ccccc1NC(=O)COc1ccc(/C=N/NC(=O)CSCc2cc(C)cc(C)c2)cc1	104
